Screening results as filed in PubChem.
TDP1 cell noCPT: qHTS for Inhibitors of human tyrosyl-DNA phosphodiesterase 1 (TDP1): qHTS in cells in absence of CPT; DT40 Tdp1-/- hTDP1 cells, no CPT, ATP luminescence, 48 h; Potency, µM (highest dose often 46.2 µM), for inactives: top-dose activity change, negative = growth inhibition, most hits filed as inhibitors; hit rate 15% among 420,000; AID 686978, 2013; further: nearly all actives have a fitted effect of over 55% in size
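Growth of hTDP1-complemented DT40 Tdp1-knockout cells is measured by ATP luminescence after at least 48 hr compound exposure at 37 °C, with DMSO substituting for the 20 nM CPT used in the parallel screen.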
DT40 TDP1 CPT: qHTS for Inhibitors of human tyrosyl-DNA phosphodiesterase 1 (TDP1): qHTS in cells in presence of CPT; chicken DT40 Tdp1-/-;hTDP1 cells + 20 nM CPT, ATP luminescence, 48 h; Potency, µM (series often up to 46.2 µM), inactives show at the top dose activity change, negative = growth inhibition, usual class: inhibitors; hit rate 12% among 420,000; further: nearly all actives have a fitted effect of over 55% in size
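Chicken DT40 Tdp1-/- cells complemented with human TDP1, 400 cells/well, exposed to compounds plus 20 nM camptothecin for at least 48 h at 37 C; viability read as ATP content by CellTiter-Glo luminescence.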
TDP1 inh: qHTS Assay for Inhibitors of Tyrosyl-DNA Phosphodiesterase (TDP1); Tyrosyl-DNA phosphodiesterase 1 (Homo sapiens), Q9NUW8; recombinant TDP1, AlphaScreen DNA substrate cleavage; Potency, µM (doses to about 130 µM), for the others: at the highest dose activity change, negative = inhibition, hits mostly inhibitors; hit rate 0.28% among 350,000; AID 485290, 2010; further: nearly all actives have a fitted effect of over 40% in size
Target sequence (Q9NUW8 whole entry, looked up): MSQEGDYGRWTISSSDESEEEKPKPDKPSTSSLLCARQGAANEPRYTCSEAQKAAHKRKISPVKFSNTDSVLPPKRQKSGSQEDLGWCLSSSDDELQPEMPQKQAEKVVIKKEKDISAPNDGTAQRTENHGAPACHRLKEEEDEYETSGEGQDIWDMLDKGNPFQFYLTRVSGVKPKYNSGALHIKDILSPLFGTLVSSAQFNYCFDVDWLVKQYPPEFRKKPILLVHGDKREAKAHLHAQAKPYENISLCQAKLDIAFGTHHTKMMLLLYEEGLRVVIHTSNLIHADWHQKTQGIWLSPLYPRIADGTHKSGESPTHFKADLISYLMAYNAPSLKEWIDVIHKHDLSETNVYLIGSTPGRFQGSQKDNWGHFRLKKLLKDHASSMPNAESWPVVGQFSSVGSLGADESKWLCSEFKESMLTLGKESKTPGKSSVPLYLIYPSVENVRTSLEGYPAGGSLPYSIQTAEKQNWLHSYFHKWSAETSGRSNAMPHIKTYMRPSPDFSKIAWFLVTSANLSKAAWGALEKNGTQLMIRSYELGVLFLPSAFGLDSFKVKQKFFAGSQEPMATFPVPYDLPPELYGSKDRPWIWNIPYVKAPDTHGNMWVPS
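Tdp1 1 nM final; 15 min RT w/ cpd; substrate 15 nM, 5 min; beads 10 ug/ml, 10 min; AlphaScreen read. Neg ctrl: no enzyme.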
An asterisk follows results filed as active; u = inconclusive; x = no result given; & = joins results of further samples; [ ] = dose if it differs, or a comment. The call rests on the fitted dose curve; in most records, active means well fitted curve in the direction sought with a large enough effect; inconclusive means small, poorly fitted or top-dose-only effect, or another doubt; inactive means no such curve, though single readings can be large; an effect the other way counts as inactive or inconclusive. On the % scale 0 is the no-effect control and ±100 the full control effect; potency means the concentration at half of the fitted maximal effect.

molecule	TDP1 cell noCPT	DT40 TDP1 CPT	TDP1 inh
O=C(NCCC1CCCCN1S(=O)(=O)c1ccccc1)C(=O)NC1CCCC1 (stereo not drawn)	u	-19%	1%
COc1ccc(Cl)cc1NC(=O)C1CCN(C(=O)Nc2ccccc2)CC1	u	u	2%
C#CCn1c2ccccc2c(=O)n1CCOc1ccccc1OC	u	u	x
CC(C)n1nccc1N(Cc1ccc(Cl)cc1)S(=O)(=O)c1ccccc1	u	-29%	x
O=C(CCc1nnc2ccc(NCc3ccc(F)cc3)nn12)NC1CCCC1	-5%	13%	1%
CC(=O)C1=C(O)CC(c2ccccc2)CC1=NCCc1c(C)[nH]c2ccccc12 (stereo not drawn)	u	u	9%
CCOC(=O)c1cc2c(=O)n3ccccc3nc2n(CCCOC)c1=NC(=O)C(C)Oc1ccccc1 (stereo not drawn)	-25%	-8%	3%
O=c1c(Cl)c(N2CCN(S(=O)(=O)c3ccc(F)cc3)CC2)cnn1-c1cccc(Cl)c1	u	u	2%
Cc1ccc(NC(=O)c2ccc(F)c(S(=O)(=O)N3CCc4ccccc4C3)c2)cc1F	23µM*	u	5%
Cn1c(Cc2cccs2)nnc1SCC(=O)Nc1ccccc1	9%	-15%	2%
CN(C)S(=O)(=O)c1ccc(NC(=S)NC(=O)C2CCC2)cc1	-4%	2%	1%
CC(C)(C)OC(=O)N1Cc2cc3ccccc3nc2C1	u	u	x
COc1ccccc1C(=O)COC(=O)CSC(C)C(=O)Nc1cc(C)on1 (stereo not drawn)	-2%	2%	0%
COc1ccc(N(CC(=O)NC2CCCCC2)C(=O)CNC(=O)c2cccs2)cc1OC	-3%	2%	4%[0.0935 µM]
Cc1nc2nc[nH]n2c(=O)c1NS(=O)(=O)c1ccc(F)cc1	-4%	-16%	3%
Cc1ccc(CNc2cc(-c3nn4c(C)nnc4s3)ccc2C)s1	u	u	-7%
COC(=O)C1=C(C)N=C2SCCC(=O)N2C1c1ccc(C(=O)OC)cc1 (stereo not drawn)	-2%	-1%	2%
Clc1cccc(CSc2nnc(-c3sccc3-n3cccc3)o2)c1	u	u	2%
Cc1ccccc1C(=O)Nc1ccccc1C(=O)N/N=C\c1ccco1	-8%	0%	1%
O=C(CSc1nc2cccnc2n1Cc1ccccc1)NC1CCCCC1	u	u	1%
CC1(C)Cc2ccccc2-c2nc(NN)[nH]c(=O)c21	1%	-12%	x
CC(C)COc1ccc(-c2nn(-c3ccccc3)cc2/C=C2/SC(=S)N(CC(=O)O)C2=O)cc1	9.2µM*	u	x
COC(=O)[C@@]1(Cc2ccc(F)cc2)[C@H]2c3cc(C(=O)N(C)C)n(Cc4ccc(OC)c(OC)c4)c3C[C@H]2CN1C(=O)c1ccccc1	u	u	-3%&15%
CCOc1ccc(S(=O)(=O)NCCC(=O)NCCc2ccc(C(C)C)cc2)cc1	u	u	x
O=C(NCc1ccc(Cl)cc1)N1CCc2ccccc2C1	1%	10%	x

Entries of single compounds from above.
Record of CCOC(=O)c1cc2c(=O)n3ccccc3nc2n(CCCOC)c1=NC(=O)C(C)Oc1ccccc1 (stereo not drawn) → TDP1 cell noCPT = -25%; DT40 TDP1 CPT = -8%; TDP1 inh = 3%
Record of CC1(C)Cc2ccccc2-c2nc(NN)[nH]c(=O)c21 → TDP1 cell noCPT = 1%; DT40 TDP1 CPT = -12%; TDP1 inh = x
Record of CN(C)S(=O)(=O)c1ccc(NC(=S)NC(=O)C2CCC2)cc1 → TDP1 cell noCPT = -4%; DT40 TDP1 CPT = 2%; TDP1 inh = 1%

Returning to the listing, repeating the 2 entries before the break.
molecule	TDP1 cell noCPT	DT40 TDP1 CPT	TDP1 inh
CCOc1ccc(S(=O)(=O)NCCC(=O)NCCc2ccc(C(C)C)cc2)cc1	u	u	x
O=C(NCc1ccc(Cl)cc1)N1CCc2ccccc2C1	1%	10%	x
O=C(NCc1ccco1)C(c1cccnc1)N(C(=O)Cn1nnc2ccccc21)c1ccccc1 (stereo not drawn)	-23%	-17%	-1%
CCOc1ccc2ccccc2c1/C=N/NC(=O)CNC(=O)Cc1ccccc1	1%	18µM*	-3%
COc1cccc(Cn2c(=O)n(CC3CCC(C(=O)N4CCOCC4)CC3)c(=O)c3sccc32)c1 (stereo not drawn)	21µM*	u	11%
CC(NC(=O)c1ccccc1)C(c1cccs1)N1CCOCC1 (stereo not drawn)	2%	-1%	0%
CC1CC(C)(C)CC2(C1)NC(=O)N(CC(=O)N1CCN(S(=O)(=O)c3ccc(F)c(F)c3F)CC1)C2=O (stereo not drawn)	u	u	x
Cc1ccccc1-c1nnn(CC(=O)Nc2ccc3c(c2)OCCO3)n1	-14%	17%	-3%
COCCc1nn2c(=O)cc(COC(=O)COc3ccc(F)cc3)nc2s1	-5%	1%	6%
CCN(CC)c1ccc(/C=N/NC(=O)c2ccc3nc[nH]c3c2)cc1	u	4%	9%
CC1CCCCC12NC(=O)N(CC(=O)N1CCN(Cc3ccc(C#N)cc3)CC1)C2=O (stereo not drawn)	7.3µM*	16µM*	0%
CCOc1ccc2c(c1)NC(c1cccs1)=NC(c1ccc(F)cc1)=N2	u	23µM*	7%
Cc1ccc(OCC(=O)Nc2ccc3c(c2)nc(CCN2CCN(c4ccccn4)CC2)n3C)cc1	21µM*	23µM*	x
COc1cc(OC)c(NC(=O)CCc2ccccc2)cc1Cl	-14%	-6%	0%
S=C(c1ccccc1)N1CCCC1	0%	12%	2%
COc1ccc2c(c1OC)C(=O)OC2Nc1nc(-c2ccc(-c3ccccc3)cc2)cs1 (stereo not drawn)	-23%	-23%	2%
C[n+]1c2n(c3ccccc31)N=C(c1ccc(Br)cc1)CS2	0.52µM*	0.65µM*	-5%
CCOC(=O)N1CCN(C(=O)c2cn(C)c3ccc(S(=O)(=O)N4CCC(C)CC4)cc3c2=O)CC1	-16%	3%	0%
C[C@@]12CCC3c4ccc(OS(=O)(=O)O)cc4CCC3C1CCC2O (stereo partly drawn)	-3%	1%	4%
COC(=O)c1c(C)[nH]c(C(=O)COC(=O)Cc2ccc3c(c2)OCCO3)c1C	-17%	-19%	4%
Cc1nnc(SCC(=O)NNC(=O)c2ccco2)n1-c1ccccc1	11%	-1%	6%
Cn1c(CNc2ccccn2)c(C#N)c2ccccc21	u	-12%	1%
COc1ccc(C2C(C(N)=O)=C(C)Nc3nc(-c4ccccc4Cl)nn32)c(OC)c1 (stereo not drawn)	-30%	-15%	3%
CC(/C=C/c1ccccc1)=N/NC(=O)c1cc([N+](=O)[O-])cc([N+](=O)[O-])c1	5.2µM*	5.2µM*	0%
Cc1ccc(S(=O)ONc2cccc(NOS(=O)c3ccc(C)cc3)c2)cc1 (stereo not drawn)	u	u	x
COc1ccccc1N1CCN(c2nc3ccc(C(=O)c4ccccc4)cc3n3c(C)nnc23)CC1	0%	-3%	6%
COc1ccccc1CCC(=O)Nc1ccc2c(c1)CN(Cc1ccc(CO)o1)CC2	u	u	4%

More structures follow.
molecule	TDP1 cell noCPT	DT40 TDP1 CPT	TDP1 inh
CCOc1ccccc1-n1nnnc1SCC(=O)NCC1(N2CCOCC2)CCCCC1	u	u	2%
COc1ccc(C)cc1NS(=O)(=O)c1ccc2c(c1)CCCN2C(C)=O	u	u	4%
COc1cccc(OCc2cc(C(=O)N3CCN(C(C)=O)CC3)no2)c1	2%	-7%	1%
Cc1ccc(CNC(=O)CS(=O)(=O)Cc2nc(-c3ccc(C)cc3)oc2C)cc1	4%	-5%	-5%
O=C(NCC1OCCc2ccccc21)c1ccc(NC(=O)c2ccc(Cl)cc2)cc1 (stereo not drawn)	16µM*	23µM*	1%
CCn1c(C(=O)N2CCC(C(=O)NCCc3ccc(OC)cc3OC)CC2)cc2sccc21	15µM*	21µM*	0%
Cn1c(SCC(=O)Nc2ccc(F)cc2)nnc1-c1cccnc1	-6%	1%	1%
Cc1cc(S(=O)(=O)NCc2cccnc2)ccc1F	-26%	u	x
COc1ccc(N2C(=O)C(C)C(Cc3ccc(C)cc3)C2=O)cc1 (stereo not drawn)	-24%	3%	x
COc1cccc(OC)c1C(=O)NC(=O)Nc1c(F)c(F)c(F)c(F)c1F	-6%	-6%	2%
Oc1ccc(C(=S)N2CCN(c3cccc(Cl)c3)CC2)cc1	u	u	5%
O=C(NCc1cccc(Cl)c1)c1ccc2nc[nH]c2c1	-18%	-8%	0%
CCOC(=O)c1cc(-c2sc(NC(=O)c3ccccc3)nc2C)n(-c2ccc(Br)cc2)n1	26µM*	u	x
Cc1ccc(NC(=O)CCc2c(C)nc3c(-c4ccc(F)cc4)c(C)nn3c2C)cc1F	u	-20%	1%
COc1cc(NC(=O)c2ccc(Br)o2)ccc1NC(=O)c1ccccc1Cl	u	u	11%
O=C(O)CCc1ccc(-c2ccc(Cl)cc2)n1CC(=O)Nc1ccccc1	14%	2%	x
Cc1occc1C(=O)OCC(=O)Nc1ccc(F)cc1	-36%	u	-2%
CCc1ccc2c(c1)C1(NN=C(c3ccccc3)S1)C(=O)N2 (stereo not drawn)	2.3µM*	2.9µM*	9%[56.1 µM]
COCCNC(=O)c1ccc(NS(=O)(=O)c2cc(C)ccc2C)cc1	-28%	-23%	0%
COc1cc2c(cc1OC)C(c1cccc(F)c1)CC(=O)N2 (stereo not drawn)	u	-13%	x
O=C(N/N=C/c1ccc(F)cc1)c1c(O)c2ccccc2[nH]c1=O	5.2µM*	4.6µM*	-3%
COc1ccccc1CNC(=O)c1cnc(N2CCCC2)nc1C	u	u	1%
CCn1c(C(=O)O)c(S(=O)(=O)c2ccc(Cl)cc2)c2ccccc21	13%	-2%	x
CC(C(=O)Nc1ccccc1Cl)N(c1ccccc1)S(C)(=O)=O (stereo not drawn)	-25%	-13%	x
Cc1cccc(OCCCC(=O)Nc2nnc(C3CCCO3)s2)c1C (stereo not drawn)	u	-3%	3%[56.1 µM]

Next section:
molecule	TDP1 cell noCPT	DT40 TDP1 CPT	TDP1 inh
N=c1oc2ccc([N+](=O)[O-])cc2cc1C(=O)NCc1ccccc1	u	-4%	x
Cc1nnc(SCC(=O)NC23CC4CC(CC(C4)C2)C3)s1	-10%	-21%	-5%
CC(C)OCCCn1c(=O)c2ccccc2n2c(-c3ccc(F)c(F)c3)nnc12	u	u	11%
CC(=O)Nc1cc(C(=O)N(C)Cc2ccco2)ccc1Sc1ccc(Cl)cc1	-29%	u	0%
Cc1cc(C)c(S(C)(=O)=O)c(=O)[nH]1	-8%	-1%	0%
COc1ccc(CNCCc2ccc(Cl)cc2)cc1OCc1ccccc1	4.6µM*	6.5µM*	-3%
C/C(CCc1ccc2c(c1)OCO2)=N\N=C1\NC(=O)CC(C(=O)Nc2ccccc2)S1 (stereo not drawn)	0%	1%	2%
CCOC(=O)c1ccc(Nc2nc(C)nc3c2nnn3Cc2ccccc2)cc1	u	u	2%
COc1ccc(C2/C=C\CN(C(=O)NC34CC5CC(CC(C5)C3)C4)CC(=O)N2Cc2ccc(F)cc2)cc1 (stereo not drawn)	u	23µM*	7%&7%
Cc1ccc(NC(=O)CCC(=O)N2CCC(C)CC2)c([N+](=O)[O-])c1	-13%	-25%	2%
Cc1ccc(C(=O)NC2(O)C(=O)c3ccccc3C2=O)cc1C	u	u	-1%
CCn1c(=N)n(CC(=O)c2ccco2)c2ccccc21	u	13µM*	2%
CC(C)(C)N(CC#CCC(O)(c1ccccc1)C1CCCC1)CCO (stereo not drawn)	u	0%	0%
CCCCC1=NN2C(=N)CC(=O)N=C2S1	16%	0%	-1%
O/N=C/c1ccc(-c2ccccc2OC(F)(F)F)o1	u	-10%	0%
NS(=O)(=O)c1ccc(CCNC(=O)CN2CCC(Cc3ccccc3)CC2)cc1	16µM*	u	5%
